# Integrin act MD: qHTS for Activators of Integrin-Mediated Alleviation for Muscular Dystrophy; actives 0.064% (n = 350,000); Potency, µM (top dose mostly 38.3 µM), without a hit: at the highest dose activation, usual class: activators; alpha7betagal myoblasts, beta-gal FDG fluorescence, 48 h; AID 624291, 2012;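 also: potency is read from the fitted curve at half-maximal effect; 100% = response of the positive control SU9516; nearly all actives have a fitted effect of over 60% in size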
#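 Alpha7betagal+/- myoblasts (passage 13) were plated 16-24 hr, then exposed to compounds (1:260 dilution of DMSO stock) for 48 hours at 37C. After MPER lysis, β-galactosidase reporter activity was read as FDG fluorescence (ex 480/em 540) after 30 minutes.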
# GALK inhibitor: qHTS Assay for Inhibitors of Human Galactokinase (GALK); actives 0.007% (n = 270,000); P51570; Purified GALK, Kinase-Glo residual ATP luminescence; Potency, µM (top dose mostly 57.5 µM), for inactives: at the top dose activity change, negative = inhibition, usual class: inhibitors; also: potency is read from the fitted curve at half-maximal effect; % is scaled to controls: 0 for no effect and ±100 for the full control effect
#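 Galactose (100 uM) and ATP (35 uM) were turned over by 5 nM GALK for 1 h at RT. Kinase-Glo Plus then converted the remaining ATP into a luminescent signal.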
# FBPA coupling cs: qHTS Assay for Inhibitors of Fructose-1,6-bisphosphate Aldolase from Giardia Lamblia: Coupling assay counterscreen. actives 0.67% (n = 290,000). activity change, negative = inhibition, % at 58.2 µM, hits read low. AID 2472, 2010. coupling enzyme system counterscreen, AmpLite Red fluorescence; in the data active = activity change below about -30%; also: % is scaled to controls: 0 for no effect and ±100 for the full control effect
#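 Counterscreen lacking aldolase: glyceraldehyde-3-phosphate coupling-enzyme reagent preincubated 10 min at RT with compound (at 57.5 uM final), then substrate/coupling system with AmpLite Red added; fluorescence read at 525/598 nm after 20 min RT.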
# PKM2 act: qHTS Assay for Activators of Human Muscle isoform 2 Pyruvate Kinase; Pyruvate kinase PKM (Homo sapiens), P14618; purified PKM2, Kinase-Glo ATP luminescence, activation; response scale: 0% is enzyme alone, no compound; Potency, µM (top dose mostly 57.5 µM), for the others: at the top dose activation, most hits filed as activators; actives 0.34% (n = 260,000); AID 1631, 2009; also: potency is read from the fitted curve at half-maximal effect; % is scaled to controls: 0 for no effect and ±100 for the full control effect; nearly all actives have a fitted effect of over 55% in size
#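 Kinase-Glo luminescence reports ATP generated from ADP (0.1 mM) and PEP (0.5 mM) by purified hPK-M2 after 1 h at room temperature, pH 7.2 imidazole buffer; intermediate enzyme activity allows detecting inhibitors and activators.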
# TSG101-PTAP inh: qHTS Assay for Iinhibitors of HIV-1 Budding by Blocking the Interaction of PTAP/TSG101 | 340,000 tested, under 10 active | Fluorescence polarization, FITC-PTAP peptide / Tsg101 binding | Tumor susceptibility gene 101 protein (Homo sapiens), Q99816 | Potency, µM (highest dose often 115 µM), for the others: top-dose activity change, negative = inhibition, hits mostly inhibitors; active = well fitted inhibition curve with a large enough effect in the main read-out, with a control signal flat, not every such curve was filed as active; inconclusive = small, poorly fitted or top-dose-only effect, or effect the other way, or a change in a side signal; inactive = no such curve, though single readings can be large or run the other way; also: potency is read from the fitted curve at half-maximal effect; % of control where 0% means no effect
#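 Steps: Tsg101 binding domain dispensed (10 uM final), compounds pinned in DMSO, FITC-labeled PTAP-motif peptide added (50 nM final); after 20 min binding at room temperature, polarization measured.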
# Giardia killer: Small Molecules that selectively kill Giardia lamblia: qHTS; Giardia lamblia trophozoite viability; activity change, % at 7.66 µM, hits read low; actives 0.15% (n = 340,000); AID 540267, 2011; in the data active = activity change below about -80%; inconclusive = between about -30% and that limit;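 also: parasites exposed to compound for two days anaerobically before the ATP read; % is scaled to controls: 0 for no effect and ±100 for the full control effect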
#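 Each well holds 100 Giardia trophozoites and compound. After two days (48 hrs) at 37 deg C in anaerobic conditions, ATP is quantified by luminescence.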
# Chronic BCR inh: qHTS Assay to Find Inhibitors of Chronic Active B-Cell Receptor Signaling; ABC-DLBCL IkBa-CBG/CBR reporter, luminescence ratio, 4 h; Potency, µM (doses to about 46.1 µM), without a hit: at the top dose ratio change, negative = lower green/red ratio, most hits filed as inhibitors; actives 0.05% (n = 340,000); AID 493014, 2011; active = well fitted inhibition curve with a large enough effect in the signal ratio, with a control signal flat, not every such curve was filed as active; inconclusive = small, poorly fitted or top-dose-only effect, or effect the other way, or a change in a side signal; the % refers to the signal ratio;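 also: potency is read from the fitted curve at half-maximal effect; plate controls were basal doxycycline-induced cells for no effect and cells given 10 µM MG132 for full effect; MG132 reads +100%, hits lower the ratio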
#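 TMD8 human ABC-DLBCL cells with doxycycline-inducible IκBα–green luciferase fusion and unfused red luciferase, in 0.5% FBS medium; compounds up to 46 uM, 4 h at 37C. Green/red luminescence ratio, filter-overlap corrected, fitted to concentration-response curves.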
# Menin-MLL TR inh: qHTS Assay for Inhibitors Targeting the Menin-MLL Interaction in MLL Related Leukemias: Competition With Texas Red Labeled MLL-derived Mutant Peptide | Menin + Texas Red MLL mutant peptide, fluorescence polarization | Potency, µM (doses to about 61.6 µM), for inactives: top-dose FP activity change, negative = inhibition, hits mostly inhibitors | actives 0.23% (n = 270,000) | AID 1768, 2009; active = well fitted inhibition curve with a large enough effect in the polarisation, with a control signal flat, not every such curve was filed as active; inconclusive = small, poorly fitted or top-dose-only effect, or effect the other way, or a change in a side signal; inactive = no such curve, though single readings can be large or run the other way; the % refers to the polarisation; also: potency is read from the fitted curve at half-maximal effect; % of control where 0% means no effect; many of its hits are not listed in these tables
# Target sequence (O00255 whole entry, looked up): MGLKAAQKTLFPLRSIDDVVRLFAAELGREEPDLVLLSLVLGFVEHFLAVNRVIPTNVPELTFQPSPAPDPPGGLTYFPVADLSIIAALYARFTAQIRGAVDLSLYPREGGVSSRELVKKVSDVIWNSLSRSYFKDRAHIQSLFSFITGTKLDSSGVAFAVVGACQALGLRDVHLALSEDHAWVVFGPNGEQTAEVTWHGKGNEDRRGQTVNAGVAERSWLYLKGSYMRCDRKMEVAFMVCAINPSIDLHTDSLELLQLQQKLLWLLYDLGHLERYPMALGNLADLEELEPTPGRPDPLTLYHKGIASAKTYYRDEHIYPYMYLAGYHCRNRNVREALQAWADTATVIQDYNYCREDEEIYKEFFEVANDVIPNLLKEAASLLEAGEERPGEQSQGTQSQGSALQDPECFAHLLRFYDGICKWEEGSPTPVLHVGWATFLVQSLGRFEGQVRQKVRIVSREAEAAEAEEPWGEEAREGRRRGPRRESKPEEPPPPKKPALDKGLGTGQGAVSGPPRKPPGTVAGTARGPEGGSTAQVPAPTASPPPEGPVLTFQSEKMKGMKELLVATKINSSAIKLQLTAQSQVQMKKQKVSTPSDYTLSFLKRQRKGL
# ASM inhibitor: Inhibitors of Secretory Acid Sphingomyelinase (S-ASM): qHTS; Sphingomyelin phosphodiesterase (Homo sapiens), P17405; placental ASM, HMU-PC fluorogenic substrate, 60 min; actives 0.006% (n = 340,000); Potency, µM (highest dose often 57.5 µM), inactives show top-dose activity change, negative = inhibition, most hits filed as inhibitors; also: potency is read from the fitted curve at half-maximal effect
#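 Human placenta-derived ASM preincubated with compound 10 min at room temperature, then reacted with 9 uM (final) fluorogenic HMU-PC substrate for 60 min at 37 C. Stop solution raises pH to 10; fluorescence read at Ex 386/Em 447 nm.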
# Tb PFK block: qHTS Assay to Find Inhibitors of T. brucei phosphofructokinase; ATP-dependent 6-phosphofructokinase (Trypanosoma brucei brucei), O15648; AID 485367, 2010; actives 0.17% (n = 330,000); T. brucei PFK, ADP-Glo luminescence; Potency, µM (series often up to 57.5 µM), for inactives: top-dose activity, negative = inhibition, hits mostly inhibitors;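 also: potency is read from the fitted curve at half-maximal effect; 0% = uninhibited 1x PFK enzyme wells and -100% = no-enzyme wells; nearly all actives have a fitted effect of over 60% in size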
# Target sequence (O15648 whole entry, looked up): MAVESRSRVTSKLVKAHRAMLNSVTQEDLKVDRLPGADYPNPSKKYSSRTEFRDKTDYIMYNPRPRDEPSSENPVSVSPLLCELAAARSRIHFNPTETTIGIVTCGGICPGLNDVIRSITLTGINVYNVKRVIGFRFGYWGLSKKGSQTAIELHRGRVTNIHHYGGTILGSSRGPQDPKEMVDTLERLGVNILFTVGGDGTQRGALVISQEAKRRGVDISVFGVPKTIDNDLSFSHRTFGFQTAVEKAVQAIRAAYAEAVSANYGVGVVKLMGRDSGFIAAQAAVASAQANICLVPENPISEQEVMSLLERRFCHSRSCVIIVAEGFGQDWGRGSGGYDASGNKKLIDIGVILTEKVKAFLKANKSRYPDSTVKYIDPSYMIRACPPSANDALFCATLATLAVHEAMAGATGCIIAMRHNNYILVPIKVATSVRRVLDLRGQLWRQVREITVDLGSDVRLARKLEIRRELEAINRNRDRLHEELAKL
#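 Luminescent ADP detection (ADP-Glo, two-step: ATP depletion then ADP-to-ATP conversion for luciferase) reported PFK activity after 45 min room-temperature reaction of 1.25 nM enzyme with 0.5 mM F6P and 0.1 mM ATP at pH 8.0.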
# B2AR arrestin: qHTS assay of beta-arrestin-biased ligands of beta2-adrenergic receptor; Beta-2 adrenergic receptor (Homo sapiens), P07550; beta-arrestin recruitment to beta2AR, cell-based reporter; Potency, µM (top dose mostly 46.1 µM), without a hit: at the highest dose activation, most hits filed as activators; actives 0.02% (n = 330,000);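 also: potency is read from the fitted curve at half-maximal effect; 0% = DMSO controls and full agonism = EC100 isoproterenol or metaproterenol; nearly all actives have a fitted effect of over 65% in size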
# Active calls of the source: *; ? = inconclusive; . = no result given; & = joins results of further samples; [ ] = another dose, or the depositor's remark. Unless noted, calls follow the shape of the dose curve; as a rule, active = well fitted curve in the direction sought with a large enough effect; inconclusive = small, poorly fitted or top-dose-only effect, or another doubt; inactive = no such curve, though single readings can be large; an effect the other way counts as inactive or inconclusive.
# Fields – Integrin act MD, GALK inhibitor, FBPA coupling cs, PKM2 act, TSG101-PTAP inh, Giardia killer, Chronic BCR inh, Menin-MLL TR inh, ASM inhibitor, Tb PFK block, B2AR arrestin
CC1(C)CN(c2ccccc2)N(Cc2ccc(F)cc2)C1=O
    -9%, 7%, 4, -3%, -2%, -3, -1%, ., -1%, -1%, -0.4%
COc1cc(/C=C2\N=C(c3c(-c4ccccc4)noc3C)OC2=O)ccc1OC(C)=O
    7%, -2%, 5, 5%, -1%, 7, ?, -5%, 11%, 0%, 0.3%
CCCN(CC(=O)Nc1ccccc1OC)C(=O)c1ccncc1
    3%, 0%, 1, ., -6%, ?, -2%, 2%, 9%, 6%, 0.1%
O=C(COc1ccccc1Cc1ccccc1)Nc1cccc(S(=O)(=O)N2CCOCC2)c1
    -26%, ., ., ., 1%, -1, ?, ., -4%, -5%, 0.0%
CCC(C)(C)n1nnnc1C(c1ccc(O)c(OC)c1)N1CCc2ccccc2C1 (stereo unspecified)
    -48%[inhibitor], -3%, -1, ?, -5%, 6, ?, 8%, 1%, 1%, -0.2%
CCC(=O)N/C(=N/c1nc(C)cc(C)n1)Nc1cccc(OC)c1
    0%, -3%, 0, 11%, -11%, -6, ?, -1%, 3%, 0%, 0.0%
Cc1cc(N2CCN(S(=O)(=O)c3ccccc3)CC2)c2ccccc2n1
    -26%, 1%, -5, ?, 2%, 14, -8%, -10%, 1%, -6%, 0.1%
Cc1cc(Oc2ccc(=O)n(C)n2)nc(=S)[nH]1
    ., 6%, 1, 0%, ., ., 0%, 7%, ., -3%, -1.1%
COC(=O)COc1cccc(NC(=O)c2cccs2)c1
    14%, 2%, 0, 2%, -2%, 8, ?, 18%, 1%, 5%, -0.4%
O=C(CN1C(=O)c2ccccc2S1(=O)=O)c1ccccc1F
    -19%, 3%, ., -1%, -2%, 6, -1%, ., 4%, 2%, -0.1%
O=C(CCCOc1ccccc1)NNC(=O)c1ccncc1
    0%, ., ., ., 0%, -8, 1%, ., 5%, -6%, 0.1%
COc1ccc(O)c(CN2CCN(CCCc3ccccc3)C(CCO)C2)c1 (stereo unspecified)
    10%, -2%, 1, -4%, 0%, -9, -5%, -15%, 4%, 0%, 0.0%
CCCCNC(=S)N(C)/N=C/c1sc(N2CCCCC2)nc1-c1cccs1
    ., -1%, -1, 1%, ., ., 0%, 9%, ., 0%, -0.3%
CCOC(=O)C1=C(O)C(=O)N(c2ccc(S(N)(=O)=O)cc2)C1c1ccc([N+](=O)[O-])cc1 (stereo unspecified)
    3%, -2%, 4, 0%, -6%, -6, ?, ., -3%, 3%, -0.9%
O=c1cc(CSc2n[nH]c(=O)n2C2CC2)c2ccc(O)cc2o1
    -17%, 3%, 0, 2%, -2%, -25, 5%, ., 63%[activator], -2%, -0.3%
COC(=O)CCC(=O)NNC(=O)c1ccc(Br)cc1
    13%, 0%, 4, -14%, -2%, 21, -1%, ?, -6%, -6%[0.46 µM], 0.1%
CCN(CC)CCn1c(=S)[nH]c2ccc(Br)cc2c1=O
    0%, 0%, 0, -10%, -4%, -4, 4%, 20%, 7%, -1%, -0.2%
COCCCNC(=O)/C(C#N)=C/c1ccc(F)cc1
    -22%, 8%, 0, -10%, -3%, -9, ?, -18%, 1%, 0%, 4.2%
O=C(COc1c(Br)cc(Br)c2cccnc12)N1CCc2ccccc2C1
    -16%, 0%, -8, -1%, -10%, 14, 16%, -5%, -2%, 1%, -0.2%
CC1=C(C(=O)OCC2CCCO2)C(c2cccc(O)c2)NC(=O)N1 (stereo unspecified)
    -5%, 9%, 2, 7%, -4%, -1, -2%, 8%, 5%, 2%, -0.3%
CCn1c(-c2ccccc2Cl)nn(CC(=O)Nc2ccccc2OC)c1=S
    -6%, 3%, -2, -2%, -2%, -10, 4%, -15%, 1%, -3%, -0.6%
COc1cccc(CN2CC(C(=O)NCc3cccc(Cl)c3)CCC2=O)c1 (stereo unspecified)
    3%, ., 2, 0%, -1%, 3, 9%, -26%, 3%, -5%, 0.0%
Cc1cc(-c2ccccc2)nc(N/N=C/c2ccc(O)cc2O)n1
    -4%, -5%, -3, -5%, 0%, -6, 6%, ?, -3%, 3%, -0.2%
O=c1cc(O)c2ccccc2[nH]1
    -14%, 0%, -1, -1%, -7%, 10, -1%, 7%, 2%, -3%, -1.1%
CCCCC1=CC2=C(c3ccco3)C(=O)C(C)(OC(=O)c3ccc(OC)cc3)C(=O)C2=CN1CCN1CCOCC1 (stereo unspecified)
    -2%, -2%, -12&0, 19%[11.5 µM], -2%, 9, 0%, -1%[11.7 µM], -8%, 2%, -0.5%
Cc1ccc(S(=O)(=O)NCC(=O)OCC(=O)N2CC(=O)Nc3ccccc32)cc1
    18%, ., ., ., -1%, -21, 2%, ., 3%, -1%, -0.3%
COc1ccc(OC)c(S(=O)(=O)N(C(C)=O)c2ccc3oc(=O)sc3c2)c1
    -26%, -1%, 1, 6%, 0%, -4, ?, -4%, 3%, ?, 0.4%
CCCCc1c(O)nc(SCC(=O)Nc2ccc3c(c2)CCC3)[nH]c1=O
    -23%, 6%, 6, -1%, -2%, 2, -2%, 1%, -1%, 2%, 0.5%
COc1ccc(C(=O)N2CCN(c3ccccn3)CC2)cc1
    11%, 1%, 2, 1%, -6%, 3, 14%, -8%, 4%, 1%, 0.0%
Cc1nc(SCC(=O)N2CCN(c3ccccn3)CC2)c(C#N)c(C)c1C
    -18%, ., ., ., -4%, 15, 0%, ., 3%, -2%, 0.1%

# 2 compounds drawn at random from those above:
# Fields – Integrin act MD, GALK inhibitor, FBPA coupling cs, PKM2 act, TSG101-PTAP inh, Giardia killer, Chronic BCR inh, Menin-MLL TR inh, ASM inhibitor, Tb PFK block, B2AR arrestin
COc1ccc(OC)c(S(=O)(=O)N(C(C)=O)c2ccc3oc(=O)sc3c2)c1
    -26%, -1%, 1, 6%, 0%, -4, ?, -4%, 3%, ?, 0.4%
Cc1ccc(S(=O)(=O)NCC(=O)OCC(=O)N2CC(=O)Nc3ccccc32)cc1
    18%, ., ., ., -1%, -21, 2%, ., 3%, -1%, -0.3%

# Following part
# Fields – Integrin act MD, GALK inhibitor, FBPA coupling cs, PKM2 act, TSG101-PTAP inh, Giardia killer, Chronic BCR inh, Menin-MLL TR inh, ASM inhibitor, Tb PFK block, B2AR arrestin
COc1ccc(SC[C@H](Cc2ccccc2)N2CC[C@@H](O)CCC2=O)cc1
    -1%, ., ., ., -3%, -9, -1%, ., 2%, -19%, 0.2%
COc1ccc(CCNC(=O)COC(=O)c2cnc(C)cn2)cc1OC
    1%, 7%, 0, 1%, -1%, -7, 3%, 11%, 0%, -5%, 0.2%
Cc1cccc(NC(=O)Cn2c(O)c(N=NC(=O)c3ccccc3O)c3ccccc32)c1
    17%, -3%, 3, -1%, 0%, -23, ?, ?, -2%, 5%, -1.2%
C=CCNC(=S)NNC(=O)c1cccn(Cc2ccc(Cl)cc2Cl)c1=O
    -1%, 1%, -1, 2%, -2%, -15, -1%, ?, 28%, -2%, 0.3%
Cc1nc([N+](=O)[O-])c(N2CCN(Cc3ccccc3)CC2)n1Cc1ccccc1
    -22%, 1%, 1, 4%, -3%, -3, 3%, 0%, -2%, 0%, -1.0%
Cc1ccc(N=CC2=C(O)CC(c3ccccc3Cl)CC2=O)cc1 (stereo unspecified)
    -11%, 0%, -2, 5%, 0%, 3, -15%, ., 16%, 4%, 0.2%
O=C(CCOc1ccccc1)N1CCN(c2ccc(O)cc2)CC1
    -49%[inhibitor], -1%, 2, 22%, 0%, -27, 2%, ., -3%, -14%, 0.3%

# This is a subset (hit frequency here may not be typical).
